High-throughput results deposited in PubChem BioAssay by National Center for Advancing Translational Sciences (NCATS).
G9a block – blocks human histone lysine methyltransferase G9a; Q96KQ7; Potency, µM (top dose mostly 102 µM), for the others: top-dose activity, negative = inhibition, hits mostly inhibitors; 350,000 tested, 8.8% active; G9a H3K9 monomethylation, AlphaScreen, 2 h; note: potency is the fitted concentration of half-maximal effect; % is set by controls: 0 for no effect and ±100 for the full control effect; nearly all actives have a fitted effect of over 75% in size
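G9a (20 nM) preincubated 15 min RT with compounds, then 500 nM biotinylated H3K9 peptide and 20 uM SAM added; 2 h RT reaction. Monomethyl-H3K9 product detected by AlphaScreen with anti-H3K9me1 antibody, streptavidin donor and anti-rabbit IgG acceptor beads.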
PI4K2A block – PI4K2A (human) kinase inhibition. Q9BTU6. purified PI4K2A, ADP-Glo luminescence, 1 h; hits give low values. activity change, negative = inhibition, % at 76.9 µM. 420,000 tested, 0.13% active; in the data active = activity change below about -50%; inconclusive = mostly about -30% to -49%;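 note: -100% = wells without enzyme as full effect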
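In this quantitative HTS, ADP production by PI4K2A was quantified luminescently after 1 h at ambient temperature; 100 microM adenosine served as plate-quality control.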
JMJD2A Tudor inh – inhibitors of human JMJD2A Tudor domain; AlphaScreen JMJD2A-Tudor / H3K4me3 peptide binding; AID 504339; Potency, µM (highest dose often 114 µM), inactives show at the top dose activity change, negative = inhibition, most hits filed as inhibitors; O75164; 390,000 tested, 4.4% active; note: potency is the fitted concentration of half-maximal effect; % is set by controls: 0 for no effect and ±100 for the full control effect; nearly all actives have a fitted effect of over 50% in size
Pin1 inhibitor – human Pin1 inhibition. Pin1 FP peptide displacement, HiFluor488, 10 min. 390,000 tested, 0.009% active. Potency, µM (top dose mostly 115 µM), for inactives: top-dose activity, negative = inhibition, hits mostly inhibitors. Q13526; active = well fitted inhibition curve with a large enough effect in the polarisation, with a control signal flat, not every such curve was filed as active; inconclusive = small, poorly fitted or top-dose-only effect, or effect the other way, or a change in a side signal; inactive = no such curve, though single readings can be large or run the other way; the % refers to the polarisation; note: potency is the fitted concentration of half-maximal effect; % is set by controls: 0 for no effect and ±100 for the full control effect
Target sequence (Q13526 whole entry, looked up): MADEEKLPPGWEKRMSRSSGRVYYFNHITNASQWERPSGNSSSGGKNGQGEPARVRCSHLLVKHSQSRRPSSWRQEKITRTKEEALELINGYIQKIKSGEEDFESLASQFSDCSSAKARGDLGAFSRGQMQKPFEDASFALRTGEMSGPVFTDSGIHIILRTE
HP1b chromo inh – blocks HP1-beta chromodomain binding to methylated histone tails; P83916; AlphaScreen HP1-beta / biotin-H3K9me3 peptide binding; Potency, µM (titrated, usually from 114 µM), for the others: top-dose activity change, negative = inhibition, usual class: inhibitors; 390,000 tested, 0.56% active; AID 540317; note: potency is the fitted concentration of half-maximal effect; nearly all actives have a fitted effect of over 70% in size; inactives centre near 23
Target sequence (P83916 whole entry, looked up): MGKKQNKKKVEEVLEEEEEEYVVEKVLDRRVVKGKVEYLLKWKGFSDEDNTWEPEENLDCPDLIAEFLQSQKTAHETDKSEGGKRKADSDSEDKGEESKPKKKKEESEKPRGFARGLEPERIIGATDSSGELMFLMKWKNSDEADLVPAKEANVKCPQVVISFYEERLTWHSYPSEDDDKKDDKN
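HP1-beta protein (50 nM final) preincubated 30 min at room temperature with biotinylated H3(1-18)K9me3 peptide (50 nM) in PBS pH 7.4, 0.01% Tween-20, then compound added for 30 min. AlphaScreen streptavidin donor/nickel chelate acceptor beads (10 ug/mL final), 30 min dark, luminescence read.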
GLS inh – inhibitors of human glutaminase (GLS); O94925; GLS enzymatic activity, qHTS titration; Potency, µM (series often up to 45.5 µM), inactives show top-dose activity change, negative = inhibition, usual class: inhibitors; 410,000 tested, 0.21% active; AID 624170; note: potency is the fitted concentration of half-maximal effect; % is set by controls: 0 for no effect and ±100 for the full control effect
Target sequence (O94925 whole entry, looked up): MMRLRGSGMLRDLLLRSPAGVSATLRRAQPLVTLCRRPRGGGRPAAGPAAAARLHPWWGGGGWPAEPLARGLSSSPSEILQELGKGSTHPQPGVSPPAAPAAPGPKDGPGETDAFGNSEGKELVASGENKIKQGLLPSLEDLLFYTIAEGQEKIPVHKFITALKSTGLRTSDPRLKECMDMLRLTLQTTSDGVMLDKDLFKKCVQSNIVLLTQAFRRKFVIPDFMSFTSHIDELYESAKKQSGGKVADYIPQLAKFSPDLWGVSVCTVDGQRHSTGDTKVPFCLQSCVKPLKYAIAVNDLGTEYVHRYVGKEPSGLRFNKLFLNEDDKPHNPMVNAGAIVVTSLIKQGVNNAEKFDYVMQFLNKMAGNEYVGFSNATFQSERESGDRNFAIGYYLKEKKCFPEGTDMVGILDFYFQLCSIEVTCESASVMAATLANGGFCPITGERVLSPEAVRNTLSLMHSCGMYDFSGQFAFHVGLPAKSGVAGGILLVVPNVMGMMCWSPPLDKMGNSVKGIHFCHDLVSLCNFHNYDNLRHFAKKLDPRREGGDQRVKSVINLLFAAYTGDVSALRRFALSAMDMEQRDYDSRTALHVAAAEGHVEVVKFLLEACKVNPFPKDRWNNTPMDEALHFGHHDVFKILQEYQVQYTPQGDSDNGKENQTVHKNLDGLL
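Human kidney-isoform GLS in 45 mM KH2PO4 pH 8.2, 0.02% Tween-20, with compound, started with 1mM L-Glutamine (added stock). Glutamate oxidase/HRP/Amplex red coupled fluorescence read at start and after 30 min at RT.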
POLH inh – inhibitors of human DNA polymerase eta; Potency, µM (doses to about 114 µM), without a hit: at the top dose activity change, negative = inhibition, most hits filed as inhibitors; recombinant Pol eta, fluorescent DNA replication assay; 390,000 tested, 1.2% active; AID 588591; Q9Y253; note: potency is the fitted concentration of half-maximal effect; % is set by controls: 0 for no effect and ±100 for the full control effect
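Fluorescent replication assay: 50 nM final substrate added after a 15 min room-temperature compound preincubation with 10 nM enzyme. Signal taken at 0 min and again at 10 min.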
PGK inhibitor – T. brucei PGK inhibition; PGK/GAPDH coupled, Kinase-Glo luminescence, 60 min; Potency, µM (series often up to 57.5 µM), without a hit: at the highest dose activity change, negative = inhibition, actives largely listed as inhibitors; 380,000 tested, 0.043% active; note: potency is the fitted concentration of half-maximal effect; % is set by controls: 0 for no effect and ±100 for the full control effect; nearly all actives have a fitted effect of over 60% in size
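Luminescent ATP detection (Kinase-Glo Plus) follows a 60-minute room-temperature incubation, with wells lacking PGK as controls. Buffer: 100 mM TEA (pH 7.6), 5 mM MgCl2, 0.01% Tween-20. Coupling enzyme GAPDH (100 nM final) supplies unstable 1,3-BPG in-well.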
BAZ2B inh – inhibitors of human BAZ2B bromodomain; Q9UIF8; AlphaScreen BAZ2B-H3K14Ac peptide displacement; Potency, µM (titrated, usually from 114 µM), without a hit: at the top dose activity change, negative = inhibition, hits mostly inhibitors; 360,000 tested, 4.4% active; AID 504333; note: potency is the fitted concentration of half-maximal effect; % is set by controls: 0 for no effect and ±100 for the full control effect; nearly all actives have a fitted effect of over 60% in size
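BAZ2B (50 nM) with biotin-H3(5-23)K14Ac peptide (50 nM) in PBS pH 7.4, 0.01% Tween-20, preformed 30 min, then compound 30 min at room temperature; top concentration 110uM. AlphaScreen streptavidin donor/nickel chelate acceptor beads (10 ug/mL final), 20 min dark, signal read.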
The depositor's hits bear a star; i = inactive; ? = inconclusive; . = no result given; [ ] = another dose, or the depositor's remark. Unless noted, calls come from the whole dose curve; as a rule, active = well fitted curve in the direction sought with a large enough effect; inconclusive = small, poorly fitted or top-dose-only effect, or another doubt; inactive = no such curve, though single readings can be large; an effect the other way counts as inactive or inconclusive. These rows are one share of the data; rates above refer to the full screens.

Start of the data: the first 2 entries (preview)
G9a block	PI4K2A block	JMJD2A Tudor inh	Pin1 inhibitor	HP1b chromo inh	GLS inh	POLH inh	PGK inhibitor	BAZ2B inh	SMILES
?	-1	-4%	-5%	30%	-3%	-16%	-1%	-3%	CCOC(=O)C1CCN(C(=O)c2ccccc2NS(=O)(=O)c2ccc(C)cc2)CC1
3%[59 µM]	6	-16%	-1%	13%	-1%	-13%	-6%	-2%	COc1cc2nc(C3CC3)n(NC(=O)c3ccc(F)cc3)c(=O)c2cc1OC

Results (from the top)
G9a block	PI4K2A block	JMJD2A Tudor inh	Pin1 inhibitor	HP1b chromo inh	GLS inh	POLH inh	PGK inhibitor	BAZ2B inh	SMILES
?	-1	-4%	-5%	30%	-3%	-16%	-1%	-3%	CCOC(=O)C1CCN(C(=O)c2ccccc2NS(=O)(=O)c2ccc(C)cc2)CC1
3%[59 µM]	6	-16%	-1%	13%	-1%	-13%	-6%	-2%	COc1cc2nc(C3CC3)n(NC(=O)c3ccc(F)cc3)c(=O)c2cc1OC
13%[59 µM]	1	-12%	30%	25%	-25%	2%	-1%	4%	O=C(C1CC1c1ccccc1)N1CCOCC1 (stereo not given)
109%[activator]	1	35%	10%	42%[activator]	-2%	-11%	i	25%	CC(C)C(OC(=O)c1ccccc1)c1nccc2ccccc12 (stereo not given)
28%	1	-28%	-1%	23%	-3%	-5%	-4%	-4%	CC(=O)Oc1ccc(N(C(C)=O)S(=O)(=O)c2ccc3ccccc3c2)cc1
22%[59 µM]	2	-9%	1%	23%	3%	10%	1%	-6%	COc1ccc(CCn2nnnc2C(C(C)C)N2CCC(C(N)=O)CC2)cc1OC (stereo not given)
-39%	2	10%	-3%	50%[activator]	-5%	-11%	-9%	-34%	CCN(CC)C(=O)Cc1c(OC)ccc2cc(Br)ccc12
.	-3	-14%	27%	32%	5%	-22%	-6%	.	O=C(Nc1ccc(S(=O)(=O)N2CCOCC2)cc1)C1CCN(S(=O)(=O)c2ccc(Cl)cc2)CC1
-18%[59 µM]	12	10%	7%	75%[activator]	-2%	-5%	i	10%	CCOC(=O)c1c(NC(=O)c2ccn(CC)n2)sc2c1CCCC2
?	-2	-3%	2%	6%	-9%	-1%	1%	-17%	COc1ccccc1/C=C/C(=O)Nc1ccc(S(=O)(=O)Nc2cc(C)on2)cc1
-6%	1	-20%	7%	16%	0%	-12%	1%	10%	COC(=O)c1c(NC(=O)Cc2ccccc2)sc2c1CCN(C(C)C)C2
9%[59 µM]	8	3%	-2%	41%[activator]	2%	7%	0%	-7%	O=c1oc2cc(OCc3ccc([N+](=O)[O-])cc3)ccc2c2c1CCCC2
317%[activator]	-2	-6%	-11%	6%	6%	-11%	-1%	43%[activator]	C=C(C)Cn1c(C)cc(C)c(S(=O)(=O)c2cccc(C)c2)c1=O
-15%	-1	-7%	-6%	0%	17%	0%	1%	-1%	N=c1c2c3c(sc2nc2n1CCC2)CCCC3
.	-6	-11%	6%	33%	8%	-10%	-5%	.	COc1nc(=O)n(C2CCCO2)cc1C (stereo not given)
50µM*	0	27%	-3%	52%[activator]	8%	-4%	7%	15%	CCn1nc(NC(=O)c2ccco2)c2cc3ccc(C)cc3nc21
?	-4	?	0%	?	6%	-4%	-10%	40µM*	COc1ccc(C(=O)/C(C#N)=N/Nc2cccc([N+](=O)[O-])c2)cc1
?	-5	10%	?	43%[activator]	-6%	-12%	-8%	-25%	COC(=O)c1ccc(NCC(=O)Nc2cc(C)cc(C)c2)cc1
?	-3	-6%[11.4 µM]	-12%	21%	-13%	-1%	-9%	-34%	O=C(CCCCCN1C(=O)c2ccccc2C1=O)Nc1ccc2c(c1)OCCO2
-1%[59 µM]	-1	-10%	2%	14%	-2%	-2%	-5%	-12%	COc1cc(S(=O)(=O)n2ccnc2C(C)C)ccc1Br
-15%	2	89µM*	5%	41%[activator]	0%	-9%	3%	9%	O=C(NCc1ccccc1)c1ccc2c(=O)n(CC3CCCO3)c(=S)[nH]c2c1 (stereo not given)
-39%	3	?	0%	-16%[57 µM]	-6%	-18%	-2%	4%	CCSc1nnc2ccc(-c3ccc(OC)c(OC)c3)nn12
?	-6	-15%	?	-21%	2%	-5%	3%	6%	O=C(CCNS(=O)(=O)c1ccc(Br)s1)NCc1ccc2c(c1)OCO2
-5%[59 µM]	7	-4%	2%	42%[activator]	-4%	-10%	-3%	.	CCC(=O)N1CCc2cc(S(=O)(=O)NC(Cc3ccccc3)C(=O)Nc3ccc(Cl)cc3)ccc21 (stereo not given)
-8%[12.7 µM]	0	5%	-13%	39%[activator]	-1%	-17%	-8%	3%	Brc1cnc(N2CCCC2)nc1N1CCOCC1
25µM*	-4	?	.	2%	3%	-21%	-11%	-29%	Clc1cccc(N/N=C(\Cc2nc3ccccc3[nH]2)c2ccccc2)c1
14%[59 µM]	6	?	7%	18%	3%	-6%	5%	-1%	COc1ccc(C(=O)N/C(=C\c2ccc(OC)c(OC)c2)C(=O)N2CCCCC2)cc1
55%[activator][59 µM]	-7	-12%	2%	19%	0%	-7%	.	?	Cc1cc(C)cc(OCC(=O)Nc2nc3ccc([N+](=O)[O-])cc3s2)c1
-4%[59 µM]	-2	-9%	-4%	-4%	2%	-16%	3%	2%	CCOC(=O)c1cccc(NC(=O)CCSCCc2ccccn2)c1
2%	2	8%	0%	21%	-1%	-14%	i	-3%	COc1ccc(N(CC(=O)Nc2cccnc2)S(C)(=O)=O)cc1
.	1	20µM*	8%	57%[activator]	32%[activator]	-3%	-2%	0%	CCC(=O)NC(=S)NNC(=O)c1ccc(O)cc1
.	4	3%[11.4 µM]	0%	11%	-2%	-17%	-1%	-32%	Cc1cccc(N2CCC(NCc3c(C(=O)N4CCCCC4)nc4c(C)cccn34)CC2)c1
15%[0.501 µM]	5	-13%	-5%	-6%	-3%	-2%	i	6%	COc1ccc(NC(=O)COC(=O)COc2cccc3c2OC(C)(C)C3)cc1
-2%[12.7 µM]	-1	-13%	-3%	50%[activator]	-5%	-22%	-4%	7%	Cc1ccc2c(c1)COc1c3ccc(C(=O)NCCO)cc3nn1-2
80%[activator][59 µM]	-1	-3%	27%	91%[activator]	2%	-22%	-10%	40%[activator]	CCCOC(=O)c1ccc(Nc2c(C(=O)OCC)cnc3c(C)cc(Cl)cc23)cc1
-11%[0.501 µM]	-6	3%	-2%	51%[activator]	-3%	-13%	i	-5%	CC(C)N1CC(C(=O)Nc2cc(Cl)cc(Cl)c2)CC1=O (stereo not given)
1%[59 µM]	2	-6%	17%	45%[activator]	3%	-5%	-9%	1%	O=[N+]([O-])c1cccc(/C=N/NC2=NCCCCC2)c1
-4%[59 µM]	-5	-16%	0%	15%	3%	-8%	10%	7%[57.1 µM]	CCC1CCCCN1CCCNC(=O)c1c(C)oc2ncn(CC(C)C)c(=O)c12 (stereo not given)
.	0	?	-6%	-3%[57 µM]	5%	-11%	4%	.	Nc1ccc(Cc2ccc([N+](=O)[O-])cc2)cc1
?	-23	-20%	20%	-18%	6%	-5%	2%	-31%	O=C(N/N=C/C=C/c1ccco1)c1ccccc1Cl
-13%	2	-10%	1%	14%	0%	-5%	-9%	-4%	CC(OC(=O)Cn1cnc2ccccc2c1=O)C(=O)N(C)c1ccccc1 (stereo not given)
12%[59 µM]	4	-19%	8%	10%	10%	-17%	3%	-38%	CCCn1c(O)c(N=NC(=O)c2ccco2)c2ccccc21
123%[activator]	-3	62%[activator]	-6%	141%[activator]	12%	-25%	4%	111%[activator]	CCCCC1CCC(c2nc(-c3cccnc3)no2)CC1 (stereo not given)
-48%[59 µM]	-12	-21%	25%	4%	26%	-20%	-2%	-26%	Cc1ccc(O)c(NC(=O)c2cccc(S(=O)(=O)N3CCCCC3)c2)c1
16%[12.7 µM]	2	-21%	1%	24%	-1%	-7%	-1%	9%	Cc1cccc(CCNC(=O)C2CCN(S(=O)(=O)c3cccc4nsnc34)CC2)c1
32µM*	-4	-14%	1%	-6%	-10%	-3%	-6%	15%	COc1ccc(/C=N/N2CCN(C)CC2)cc1O
13%[59 µM]	-9	-15%	6%	36%	-2%	1%	-5%	-9%	COc1ccccc1CN(C)c1nnnn1-c1ccccc1
-21%	-7	-21%	17%	0%	2%	0%	i	6%	Cc1cccc(C(=O)N=C2SC3CS(=O)(=O)CC3N2c2ccccc2)c1 (stereo not given)
3%[12.7 µM]	-1	-23%	-3%	37%	10%	-14%	-6%	0%	FC(F)(F)c1cnc(N/N=C/c2ccncc2)c(Cl)c1
-36%[59 µM]	-9	-27%	9%	0%	-6%	-1%	-1%	-19%	Cc1ccccc1Cn1cc(/C=N/n2cnnc2)c2ccccc21
.	6	-7%	1%	32%	-4%	-20%	i	.	O=C1c2ccc(-c3nc4ccccc4o3)cc2C(=O)N1Cc1ccccc1
13%[2.33 µM]	3	1%	2%	34%	18%	-8%	8%	6%	CN(C(=O)CSc1nnc(C2CC2)n1C1CC1)C1(C#N)CCCCC1
-4%	-4	2%	-4%	25%	-1%	-16%	-6%	-4%	COCCOC1CCN(C(=O)c2cc(COc3ccc(F)cc3F)on2)CC1
